# Bioassay records: PubChem, National Center for Advancing Translational Sciences (NCATS)
# L3MBTL1 block = blocks human L3MBTL1; Q9Y468; AlphaScreen L3MBTL1–H3K9me1 peptide binding; Potency, µM (series often up to 57.1 µM), without a hit: top-dose activity, negative = inhibition, usual class: inhibitors; 230,000 tested, 0.66% active; active means well fitted inhibition curve with a large enough effect; inconclusive means small, poorly fitted or top-dose-only effect; inactive means no such curve, though single readings can be large or run the other way; further: nearly all actives have a fitted effect of over 60% in size
# Target sequence (Q9Y468 whole entry, looked up): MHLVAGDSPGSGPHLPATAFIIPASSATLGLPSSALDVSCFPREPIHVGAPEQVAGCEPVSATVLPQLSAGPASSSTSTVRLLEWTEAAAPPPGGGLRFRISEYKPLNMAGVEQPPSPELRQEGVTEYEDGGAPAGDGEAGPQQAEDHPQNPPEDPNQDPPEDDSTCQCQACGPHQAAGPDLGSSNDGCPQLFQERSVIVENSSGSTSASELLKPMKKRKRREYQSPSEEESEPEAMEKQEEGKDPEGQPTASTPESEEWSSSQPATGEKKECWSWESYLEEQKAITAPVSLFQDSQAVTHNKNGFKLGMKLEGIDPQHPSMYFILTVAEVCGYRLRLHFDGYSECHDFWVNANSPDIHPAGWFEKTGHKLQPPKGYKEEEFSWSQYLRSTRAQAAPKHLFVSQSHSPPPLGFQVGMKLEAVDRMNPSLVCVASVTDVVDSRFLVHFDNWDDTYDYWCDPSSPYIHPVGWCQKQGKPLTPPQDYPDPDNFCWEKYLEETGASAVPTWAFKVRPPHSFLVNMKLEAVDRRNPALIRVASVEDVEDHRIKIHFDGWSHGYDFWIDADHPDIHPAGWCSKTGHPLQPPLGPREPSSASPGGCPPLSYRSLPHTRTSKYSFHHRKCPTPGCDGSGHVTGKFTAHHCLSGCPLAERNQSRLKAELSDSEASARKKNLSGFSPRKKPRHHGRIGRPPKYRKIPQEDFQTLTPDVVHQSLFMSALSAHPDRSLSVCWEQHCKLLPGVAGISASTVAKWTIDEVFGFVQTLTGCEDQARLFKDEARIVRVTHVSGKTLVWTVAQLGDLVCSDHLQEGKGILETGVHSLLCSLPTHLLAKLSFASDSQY
#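 AlphaScreen proximity signal between nickel-chelate acceptor and streptavidin donor beads (final 10 ug/mL) reports binding of 50 nM L3MBTL1 to 75 nM biotin-H3 K9me1 peptide; complex incubated with compounds 30 min at room temperature; cefsulodin titration as control.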
# * marks the source's active call; other numbers are inactive results; ? = inconclusive; [ ] = dose if it differs, or a comment. On the % scale 0 is the no-effect control and ±100 the full control effect; potency means the concentration at half of the fitted maximal effect. Only part of the results is shown; the hit share may differ from the screen's.
nr | canonical_smiles | L3MBTL1 block
1 | CCC(=O)Nc1ccc(Cl)c(-c2nc3ncccc3o2)c1 | -1%
2 | OC(CNC1CCCC1)COc1ccccc1Br (centres undefined) | 12%
3 | O=[N+]([O-])c1cccc(-c2ccc(CN3CCCCC3)o2)c1 | -3%
4 | O=C(NCCc1ccc(Cl)cc1)c1cc(S(=O)(=O)N2CCCCC2)c[nH]1 | 8%
5 | COC(=O)[C@@]12CCCCN1[C@H](c1ccc(SC3CCCCC3)cc1)[C@@H]1C(=O)N(C)C(=O)[C@@H]12 | -4%
6 | Cc1ccccc1SCC(=O)OCC(=O)NCCNC(=O)COC(=O)CSc1ccccc1C | 9%
7 | COc1ccc(C(CNC(=O)c2[nH]c(C)c(C(C)=O)c2C)N2CCOCC2)cc1 (centres undefined) | 9%
8 | O=C(NCCNC(=O)c1ccccc1O)c1ccccc1O | -2%[2.29 µM]
9 | NC(=O)C[n+]1cccc(C(=O)Nc2ccccc2)c1 | -5%
10 | Cc1ccc(C(=O)Nc2ncccc2C)cc1S(=O)(=O)N1CCOCC1 | 7%
11 | Cc1cccc(C)c1NC(=O)CNC(=O)c1ccc(COc2ccccc2)o1 | 3%
12 | O=c1c2c(O)cc(O)cc2oc2ccc(O)c(O[C@@H]3O[C@H](CO)[C@@H](O)[C@H](O)[C@H]3O[C@H]3O[C@H](CO)[C@@H](O)[C@H](O)[C@H]3O)c12 | 3%
13 | C[C@H]1C(=O)N(c2ccccc2)[C@@H]1c1ccccc1 | 3%
14 | N#Cc1ccc(C(=O)NNC(=O)c2cccc(S(=O)(=O)N3CCOCC3)c2)cc1 | 1%
15 | Cc1ccc(C(=O)OCC(=O)c2ccc(S(=O)(=O)N3CCCCC3)cc2)o1 | -10%
16 | CSCCC(NS(=O)(=O)c1ccccc1F)C(=O)NCC(C)(C)N1CCOCC1 (centres undefined) | -1%
17 | COc1ccc2[nH]c3c(c2c1)CCN1C(=O)N([C@@H](C)C(=O)NC2CC2)C(=O)[C@]31C | ?
18 | Nc1cc(=O)[nH]c(SCC(=O)Nc2cc(S(=O)(=O)N3CCCCC3)ccc2Cl)n1 | -3%
19 | CC(C)c1ccc(OC(=O)c2ccc3c(=O)n4c(nc3c2)CCC4)cc1 | -12%
20 | CN1C(=O)N(CC(=O)N2CCN(S(=O)(=O)c3ccc4c(c3)CCC4)CC2)C(=O)C12CCCCC2 | -3%
21 | Cc1ccc(S(=O)(=O)N2CCN(C(=O)CSc3n[nH]c(N)n3)CC2)c(C)c1 | -2%
22 | COc1ccc(NC(=O)/C(C#N)=C\c2ccc(-c3cccc(C(=O)O)c3C)o2)cc1 | ?
23 | CN(C(=O)CN(C)S(=O)(=O)c1ccc(F)cc1)c1c(N)n(Cc2ccccc2)c(=O)[nH]c1=O | -5%
24 | O=C(Cc1csc(NC(=O)Nc2cccc(Cl)c2)n1)NCc1cccnc1 | -10%
25 | Cc1cc(C)cc(OCC(=O)Nc2ccncc2)c1 | -2%[2.29 µM]

# Quoted from the listing:
# Under L3MBTL1 block, no. 21 has the entry -2%
# Under L3MBTL1 block, no. 1 has the entry -1%

# Further records follow:
nr | canonical_smiles | L3MBTL1 block
26 | CC(OC(=O)c1ccc(Cl)cc1)C(=O)NCc1ccc2c(c1)OCO2 (centres undefined) | -4%
27 | O=C(OCC(=O)N1CCCCCC1)c1cccnc1Cl | 3%
28 | O=C(OCN1C(=O)c2ccccc2C1=O)c1cc(S(=O)(=O)N2CCOCC2)ccc1F | -1%
29 | Cn1nc(C(=O)NCC2COc3ccccc3O2)c2ccccc2c1=O (centres undefined) | -7%
30 | Cc1ccc(C(=O)OCC(=O)NC(=O)c2ccc(C(C)(C)C)cc2)c(O)c1 | 0%
31 | Cc1cc(C(c2ccc(O)cc2)c2cc(C)c(O)cc2C)c(C)cc1O | 2%[2.29 µM]
32 | COc1cccc(CN(C)C(=O)CCN(c2ccccc2)S(=O)(=O)c2ccc(C)cc2)c1OC | -5%
33 | O=S1(=O)CCOCCCN1Cc1ccccc1F | -2%
34 | CCCNC(=O)c1onc(CSc2nc3ccccc3[nH]2)c1C(=O)NCCC | 8%
35 | Cc1csc(=O)n1CCC(=O)OCc1nnc(-c2ccccc2)o1 | 1%
36 | COc1ccc(CC(=O)N(C)CC(=O)Nc2c(C)cccc2C)cc1S(=O)(=O)N1CCOCC1 | 0%
37 | Cc1cc(SCC(=O)OC(C)C(=O)N(C)c2ccccc2)nc2ccccc12 (centres undefined) | 3%
38 | O=C(CSc1nnc(-c2ccncc2)o1)Nc1cc(Cl)ccc1C(=O)O | 2%
39 | CC(C)n1cnc2c(NCc3ccccc3)cc(OCC3CCN(C)CC3)cc21 | ?
40 | CN(C)C1=NC[C@H](Cc2ccccc2)N1CCc1ccc(F)cc1 | 7%
41 | CC1CC(=O)N(c2ccc(C(C)C)cc2)C(=O)C1 | 46%[activator]
42 | CCOC(=O)c1cc(C(=O)NC(C)c2ccccc2)c(=O)[nH]c1C (centres undefined) | -3%
43 | COc1cccc(CC(=O)OCC(=O)N(C)CC(=O)Nc2ccc(F)cc2)c1 | 1%
44 | CC1CCc2sc(C(=O)NC3CCN(Cc4ccccc4)CC3)cc2C1 (centres undefined) | 0%
45 | Cc1cccc(-c2oc3ccccc3c2-c2ccc3c(c2)OCO3)c1 | ?
46 | Cc1ccc(S(=O)(=O)N2CCN(C(=O)CCC(=O)NCc3cccc(C(F)(F)F)c3)CC2)cc1 | 10%
47 | O=C(/C=C/c1cccc(F)c1)OCC(=O)N1CCCC1 | 2%
48 | CCc1ccc(-c2nn(-c3ccccc3C)cc2C(=O)N2CCN(C3CCS(=O)(=O)C3)CC2)cc1 (centres undefined) | -5%
49 | O=C(OCc1c(-c2ccccc2)ncc2ccccc12)c1cccs1 | 1%
50 | CCOc1ccc(CCNC(=O)COC(=O)c2nccnc2N)cc1OCC | -8%

# Additional results follow:
nr | canonical_smiles | L3MBTL1 block
51 | CCOC(=O)C1=CC[C@@H](c2ccccc2Cl)N(S(=O)(=O)c2ccc(C)cc2)[C@H]1C(=O)OCC | 6%
52 | O=C(CN1CCCC1)Nc1c(Cl)cccc1Cl | 1%
53 | O=C(NNS(=O)(=O)c1ccccc1)c1ccc([N+](=O)[O-])cc1 | 7%
54 | O=C(CCN1CCN(c2ccccc2)CC1)NNC(=O)Cc1c(F)cccc1Cl | -2%
55 | C[C@H](CO)N1C[C@H](C)[C@@H](CN(C)C(=O)Nc2ccc(C(F)(F)F)cc2)Oc2ccc(NC(=O)Nc3ccc(C(F)(F)F)cc3)cc2C1=O | -1%
56 | COc1ccccc1CC(=O)NCCN1CCCCC1 | 0%
57 | C[C@H]1O[C@@H](O[C@H]2CC[C@@]3(C)C(CC[C@]4(C)C3C=C[C@]35OC[C@@]6(CCC(C)(C)C[C@H]63)[C@@H](O)C[C@]54C)[C@]2(C)CO)[C@H](O)[C@@H](O[C@@H]2O[C@H](CO)[C@@H](O)[C@H](O)[C@H]2O)[C@H]1O (some centres undefined) | -2%
58 | CC(=O)c1ccccc1NC(=O)COC(=O)/C=C/c1cccs1 | 4%
59 | CN1CCN(c2ccc(S(=O)(=O)N3CCCCC3)cc2N)CC1 | -11%
60 | CCCOc1ccc(C(=O)NNC(=O)CCNC(=O)c2ccccc2Cl)cc1OC | 0%
61 | COc1ccc(OC)c(/C=C/C(=O)N2CCN(S(=O)(=O)c3ccc(C)cc3C)CC2)c1 | 9%
62 | O=C(NCCS(=O)(=O)N1CCN(c2cccc(Cl)c2)CC1)c1ccc2c(c1)OCO2 | -1%
63 | CCOC(=O)c1c(O)cc(OC)cc1CCc1ccccc1 | 72%[activator]
64 | CCCCC(=O)OCc1c(-c2ccccc2)ncc2ccccc12 | 25%
65 | Cn1c(C=O)c(-c2ccc3c(c2)OCCO3)c2ccccc21 | 81%[activator]
66 | CCCS(=O)(=O)N1CCc2ccc(NC(=O)c3ccccc3Cl)cc2C1 | -3%[2.29 µM]
67 | Cc1ccc(/C=C/C(=O)OCC(=O)Nc2cccnc2Cl)o1 | 0%
68 | CCCN(CC(=O)Nc1ccccc1C)C(=O)c1ccc(C2SCCS2)cc1 | -3%
69 | Cc1ccn2nc(C(=O)OCC(=O)N(CC(C)C)C3CCS(=O)(=O)C3)nc2n1 (centres undefined) | 1%
70 | Cc1noc(C)c1NC(=O)Nc1ccc2c(c1)C(=O)N([C@H](C)CO)C[C@H](C)[C@@H](CN(C)S(=O)(=O)c1cccs1)O2 | 37%[activator]
71 | O=C(c1cccc(F)c1)N1CCN(Cc2cccc(Br)c2)CC1 | -14%
72 | COc1cc(/C=C/C(=O)OCC(=O)NCCN2C(=O)CSC2=O)ccc1OCC#N | 5%
73 | CC(C)c1ccc(S(=O)(=O)N2CCN(C(C)C(=O)N3CCCC3)CC2)cc1 (centres undefined) | 7%
74 | Cc1ccc(-c2nnc(SCC(=O)Nc3cccnc3Cl)n2N)cc1 | -2%
75 | COc1cccc(/C=C/C(=O)NNC(=O)c2ccccc2)c1OC | -1%

# Some of these compounds in order of SMILES length, falling.
nr | canonical_smiles | L3MBTL1 block
57 | C[C@H]1O[C@@H](O[C@H]2CC[C@@]3(C)C(CC[C@]4(C)C3C=C[C@]35OC[C@@]6(CCC(C)(C)C[C@H]63)[C@@H](O)C[C@]54C)[C@]2(C)CO)[C@H](O)[C@@H](O[C@@H]2O[C@H](CO)[C@@H](O)[C@H](O)[C@H]2O)[C@H]1O (some centres undefined) | -2%
55 | C[C@H](CO)N1C[C@H](C)[C@@H](CN(C)C(=O)Nc2ccc(C(F)(F)F)cc2)Oc2ccc(NC(=O)Nc3ccc(C(F)(F)F)cc3)cc2C1=O | -1%
75 | COc1cccc(/C=C/C(=O)NNC(=O)c2ccccc2)c1OC | -1%

# Going on with the list:
nr | canonical_smiles | L3MBTL1 block
76 | CC(C)CC1NC(=O)N(CC(=O)Nc2ccc(OCc3ccccc3)cc2)C1=O (centres undefined) | 5%
77 | COc1ccc(CCn2c(C)cc(C(=O)CN3C(=O)C(=O)N(Cc4ccco4)C3=O)c2C)cc1 | -4%
78 | N#CCCN(C(=O)COC(=O)CCc1c[nH]c2ccccc12)c1ccc(F)cc1 | ?
79 | Cc1ccc(/C=N/NC(=O)c2ccc(-n3cnnn3)cc2)cc1 | 2%
80 | O=C(Cn1cc([N+](=O)[O-])ccc1=O)NCC(=O)Nc1ccc(F)c(F)c1F | 6%
81 | COC(=O)c1ccc(NC(=O)CCN2C(=O)C3CC=CCC3C2=O)cc1 (centres undefined) | 9%
82 | CCOc1cc(/C=N/NC(=O)C(OC)c2ccccc2)ccc1O (centres undefined) | -3%
83 | COc1ccccc1NC(=O)COC(=O)c1ccc(N2CCCC2=O)cc1 | -13%
84 | CCC(C)NC(=O)c1ccc(CN2CCc3ccccc3C2)cc1 (centres undefined) | 6%
85 | O=C(NNC(=O)c1cc2ccccc2o1)c1ccncc1 | 2%
86 | COc1cc(/C=C/C(=O)O)cc(S(=O)(=O)Nc2ccc3cn[nH]c3c2)c1OC | -1%
87 | COc1ccc(C(=O)COC(=O)CCCN=C2NS(=O)(=O)c3ccccc32)c(OC)c1 | -6%
88 | Cc1ccccc1-c1nnc(SCC(=O)Nc2cccnc2Cl)o1 | 3%
89 | C/C=C/C1=CC(=O)C[C@H](c2ccc(F)cc2)C1 | 1%
90 | CC(C)n1ncc2c(C(=O)NCc3cccnc3)cc(C3CC3)nc21 | -3%
91 | COCc1ccc(C(=O)Nc2cccc(S(=O)(=O)N(C)c3ccccc3)c2)cc1 | 4%
92 | CCC1COCCS(=O)(=O)N1Cc1ccccc1C (centres undefined) | 9%
93 | Cc1ccc(C(=O)NCC(=O)NCC(c2ccco2)N2CCCCC2)cc1C (centres undefined) | -3%
94 | Cc1ccc(NC(=S)NCc2ccc(F)cc2)c(C)c1 | -5%
95 | COc1ccc(S(=O)(=O)N2CC(=O)Nc3ccccc32)cc1F | -1%
96 | O=C(Nc1cc(S(=O)(=O)N2CCOCC2)ccc1OCC(F)(F)F)C1=COCCO1 | 1%
97 | COc1cc(C(=O)NCc2ccc(S(N)(=O)=O)cc2)ccc1OCC(=O)N1CCOCC1 | 3%

# Some of the entries so far, as labelled records.
(86) COc1cc(/C=C/C(=O)O)cc(S(=O)(=O)Nc2ccc3cn[nH]c3c2)c1OC
  L3MBTL1 block = -1%
(87) COc1ccc(C(=O)COC(=O)CCCN=C2NS(=O)(=O)c3ccccc32)c(OC)c1
  L3MBTL1 block = -6%

# For convenience, part of the list above.
nr | canonical_smiles | L3MBTL1 block
84 | CCC(C)NC(=O)c1ccc(CN2CCc3ccccc3C2)cc1 (centres undefined) | 6%
85 | O=C(NNC(=O)c1cc2ccccc2o1)c1ccncc1 | 2%
86 | COc1cc(/C=C/C(=O)O)cc(S(=O)(=O)Nc2ccc3cn[nH]c3c2)c1OC | -1%
87 | COc1ccc(C(=O)COC(=O)CCCN=C2NS(=O)(=O)c3ccccc32)c(OC)c1 | -6%
88 | Cc1ccccc1-c1nnc(SCC(=O)Nc2cccnc2Cl)o1 | 3%
